IL-2 act: activates IL-2 in a cell-based reporter assay | AID 652025 | IL-2 activation reporter assay, cell-based qHTS; stimulated with anti-CD3/CD4/CD28 beads; in transgenic mouse T cells | 0.065% of 360,000 active | activation, % (series mostly up to about 46 µM); in the data active = activation above about 50%; inconclusive = mostly about 30% to 49%; note: 0% is about no effect
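Readout: EGFP and DsRed signals by fluorescent plate cytometry. Unstimulated transgenic mouse T cells received compound 60 min before antibody-bead stimulation, then incubated 18 h at 37 degrees C.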
aSyn yeast inh: rescues yeast growth from alpha-synuclein toxicity | Yeast expressing alpha-synuclein, growth rescue, BacTiter-Glo, 24 h | AID 652106 | Potency, µM (top dose mostly 46.1 µM), inactives show at the highest dose growth rescue (activation), actives largely listed as activators | 0.14% of 370,000 active; note: potency is the fitted concentration of half-maximal effect; % of control where 0% means no effect; nearly all actives have a fitted effect of over 65% in size
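Screening used galactose-induced yeast with toxic alpha-synuclein levels, exposed to compound for 24 hr at 30 deg C. Cell growth, read with BacTiter-Glo luminescence, gave the measured signal.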
PLK1 PBD inh: blocks phosphopeptide binding to human PLK1 polo-box domain; P53350; Plk1 PBD binding of FITC phosphopeptide, fluorescence polarization; Potency, µM, for the others: max response, negative = inhibition, usual class: inhibitors; 2.8% of 360,000 active; note: potency is the fitted concentration of half-maximal effect; series mostly up to about 57 µM; % is set by controls: 0 for no effect and ±100 for the full control effect; nearly all actives have a fitted effect of over 65% in size
Target sequence (P53350 whole entry, looked up, the tested form may be a part): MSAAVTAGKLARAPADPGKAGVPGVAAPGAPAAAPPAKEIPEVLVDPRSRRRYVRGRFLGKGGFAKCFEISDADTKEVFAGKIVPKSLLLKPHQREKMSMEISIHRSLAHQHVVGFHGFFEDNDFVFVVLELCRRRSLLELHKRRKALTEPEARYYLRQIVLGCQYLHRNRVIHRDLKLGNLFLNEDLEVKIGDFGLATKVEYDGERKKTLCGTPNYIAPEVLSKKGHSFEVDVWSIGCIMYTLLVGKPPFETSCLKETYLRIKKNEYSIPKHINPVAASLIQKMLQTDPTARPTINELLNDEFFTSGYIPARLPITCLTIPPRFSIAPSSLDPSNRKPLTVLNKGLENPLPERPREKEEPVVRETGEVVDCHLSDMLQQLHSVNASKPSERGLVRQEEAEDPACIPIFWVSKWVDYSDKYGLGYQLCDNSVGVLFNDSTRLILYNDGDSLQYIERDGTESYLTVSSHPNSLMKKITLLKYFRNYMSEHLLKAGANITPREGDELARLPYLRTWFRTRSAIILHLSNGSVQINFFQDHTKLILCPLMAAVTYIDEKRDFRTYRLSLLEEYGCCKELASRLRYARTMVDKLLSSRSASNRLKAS
WRN helicase inh: inhibitors of human WRN helicase | Q14191 | WRN helicase unwinding, fluorescent forked duplex, kinetic | Potency, µM (doses to about 114 µM), for the others: at the highest dose activity change, negative = inhibition, actives largely listed as inhibitors | 0.46% of 360,000 active; note: potency is the fitted concentration of half-maximal effect; % is set by controls: 0 for no effect and ±100 for the full control effect; nearly all actives have a fitted effect of over 55% in size
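Kinetic fluorescence helicase assay: unwinding of a quenched forked DNA duplex (100 nM final) with 2 mM ATP final raises red fluorescence (525/598 nm). Compounds sat 15 min at room temperature with 20 nM WRN beforehand.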
FUS yeast rescue: FUS proteinopathy suppression in yeast | S. cerevisiae FUS-expressing, growth rescue, OD600, 24 h | Potency, µM (doses to about 76.6 µM), for the others: top-dose growth rescue (activation), usual class: activators | 0.24% of 390,000 active | AID 1347120;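 note: potency is the fitted concentration of half-maximal effect; plate controls were DMSO vehicle for no effect and reference control for full effect; nearly all actives have a fitted effect of over 55% in size; some results filed as inactive show a strong effect at the top dose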
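Yeast expressing FUS under galactose induction, OD 0.005 in 2% galactose medium; compounds in a dilution series, 24 h at 30C. Growth rescue by absorbance at 600 nm; CP55940 positive control, DMSO negative.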
EPAC1 antagonist: EPAC1 (human) antagonism; EPAC1 GEF assay, Rap1b-BODIPY-GDP exchange fluorescence; O95398; Potency, µM (doses to about 115 µM), for the others: top-dose activity change, negative = inhibition, usual class: inhibitors; 0.14% of 360,000 active;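 note: potency is the fitted concentration of half-maximal effect; plate controls were vehicle for no effect and positive control for full effect; nearly all actives have a fitted effect of over 50% in size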
EPAC1 ag: agonists of human EPAC1 | 0.073% of 360,000 active | Potency, µM (highest dose often 154 µM), inactives show top-dose activation, actives largely listed as activators | EPAC1 agonist qHTS, biochemical assay; response scale: 100% = response to 6.5 mM cAMP; note: potency is the fitted concentration of half-maximal effect; nearly all actives have a fitted effect of over 60% in size
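Read-out is the fluorescence drop as BODIPY-GDP leaves Rap1B (480 nm excitation, 540 nm emission), recorded every 5 minutes over 30 minutes. Reactions held 100 nM EPAC1, 250 nM Rap1B–BODIPY-GDP and 50 uM GDP, with 6.5 mM cAMP setting full activation.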
PI5P4K alpha inh: inhibitors of human PI5P4K alpha; P48426; max response, %; PI5P4Kalpha enzyme, ADP-Glo luminescence, 60 min; active compounds read low; 1.2% of 330,000 active; active = max response of -50% or lower; inconclusive = between -30% and -50%; inactive = -30% or higher; note: value at the top dose of about 77 µM; % is set by controls: 0 for no effect and ±100 for the full control effect
Target sequence (P48426 whole entry, looked up): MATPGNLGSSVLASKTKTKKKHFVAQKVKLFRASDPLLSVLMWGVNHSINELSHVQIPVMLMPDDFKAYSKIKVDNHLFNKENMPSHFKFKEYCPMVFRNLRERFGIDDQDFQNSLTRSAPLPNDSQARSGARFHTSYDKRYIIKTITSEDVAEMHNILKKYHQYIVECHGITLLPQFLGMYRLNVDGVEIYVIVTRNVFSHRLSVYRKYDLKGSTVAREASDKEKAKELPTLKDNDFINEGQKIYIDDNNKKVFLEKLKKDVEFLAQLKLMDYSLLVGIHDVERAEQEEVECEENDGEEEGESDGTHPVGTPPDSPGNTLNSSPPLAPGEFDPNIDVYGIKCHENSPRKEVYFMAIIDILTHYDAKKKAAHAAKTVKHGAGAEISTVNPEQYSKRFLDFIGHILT
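Enzyme plus substrate dispensed, test compounds pinned in, then ATP (5 microM final) added. After 60 min at RT, ADP-Glo reagent 1 for 45 min and reagent 2 for 30 min preceded luminescence imaging.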
Abeta yeast res: A-beta toxicity reversal in yeast; yeast expressing A-beta42, growth rescue, OD600, 48 h; response scale: 0% DMSO, 100% iron-clioquinol control; Potency, µM (titrated, usually from 46.1 µM), inactives show at the highest dose growth rescue, actives largely listed as activators; 0.063% of 410,000 active; AID 1347071; note: potency is the fitted concentration of half-maximal effect; nearly all actives have a fitted effect of over 55% in size
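Yeast A-beta toxicity model in growth medium with pinned compounds, 48 h at 30 C; growth read as absorbance at 600 nm. Normalized to FeCl3/clioquinol equimolar mix (positive) and DMSO (negative).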
Starred values were filed as active, the others as inactive; u = inconclusive; x = not tested or not shown; & = joins results of further samples; [ ] = dose if it differs, or a comment. Unless noted, calls come from the whole dose curve; as a rule, active = well fitted curve in the direction sought with a large enough effect; inconclusive = small, poorly fitted or top-dose-only effect, or another doubt; inactive = no such curve, though single readings can be large; an effect the other way counts as inactive or inconclusive.

SMILES	IL-2 act	aSyn yeast inh	PLK1 PBD inh	WRN helicase inh	FUS yeast rescue	EPAC1 antagonist	EPAC1 ag	PI5P4K alpha inh	Abeta yeast res
CS(=O)(=O)N(CC(=O)NCc1ccc(Cl)cc1)C1CCCCC1	0.1	-12.8%	2.99µM*	3.7%	1.5%	10.8%	-2.9%	u	-13.9%
CCOc1ccccc1C(=O)Nc1cccc(-c2nnc(-c3ccccc3)o2)c1	-1.8	x	-7.6%	6.7%	-21.5%	-14.1%	5.5%	-1.4	1.5%
Cc1cc(C(=O)Nc2cc(S(C)(=O)=O)ccc2Cl)no1	0.3	1.7%	1.5%	0.0%	-4.3%	4.6%	1.6%	3.1	-7.9%
CCN(C(=O)c1ccc(Br)cc1)c1ccccc1	1.0	14.5%	-6.1%	6.4%	0.6%	-7.5%	-1.0%	-6.6	-5.8%
CC1=NN(c2ccccc2)C(=O)/C1=C/c1cc(C)n(C2CC2)c1C	4.7	-4.6%	-12.3%	-3.1%[57.1 µM]	-20.7%	0.5%	-2.2%	-3.9	-15.8%
CCOC(=O)c1nnc(-c2ccccc2)nc1Oc1ccccc1Cl	0.0	-4.5%	u	-19.6%	-20.8%	5.5%	9.6%	-1.7	-5.4%
CCOC(=O)c1c(S(=O)(=O)NCC(=O)N2CCN(c3ccccc3)CC2)c(C)n(C)c1C	3.2	2.1%	-1.4%	-4.9%	13.2%&27.2%	-0.8%	8.7%	13.4	7.2%&-12.4%
Cc1cc(-c2n[nH]c(=S)n2/N=C/C(Br)=C/c2ccccc2)n[nH]1	-0.8	9.2%	u	u	-8.9%	-10.4%	4.8%	-2.0	-91.7%[inhibitor]
COc1ccc(OC)c(NC(=O)C2CCCN(S(=O)(=O)c3ccc(-n4cnnn4)cc3)C2)c1 (configuration not stated)	-0.2	-6.3%	-3.3%	-3.0%	16.2%	-5.3%	5.2%	1.6	1.5%
COc1ccc(C(=O)/C=C/c2ccc(O)cc2)cc1	1.5	-17.6%	-3.2%	-6.5%	-18.2%	-13.7%	0.0%	1.1	-1.0%
CCOC(=O)c1ccc2ncc(C(=O)OCC)c(NCCN3CCOCC3)c2c1	-0.1	1.3%	-2.5%	5.1%	-8.6%	4.3%	6.6%	-1.6	-7.7%
Cc1ccc(S(=O)(=O)N2CCCC2CNC(=O)C(=O)NCc2ccccn2)cc1 (configuration not stated)	-5.8	0.7%	-1.7%	0.5%	6.5%	-0.3%	5.3%	1.0	-0.2%
O=C1CC(c2ccccc2)n2ncnc2N1 (configuration not stated)	2.6	-7.7%	-1.3%	11.5%	4.2%	-4.2%	-3.2%	x	4.0%
COc1ccc(C2CC(=O)Oc3cc4c(cc32)OCO4)cc1 (configuration not stated)	0.2	4.3%	-3.1%	-1.7%	-10.4%	-3.4%	-7.4%	-0.3	5.3%
CCSc1nnc(NC(=O)c2cc(OC)c(OC)c(OC)c2)s1	0.8	-10.3%	-6.1%	-3.3%	-24.4%	15.4%	8.4%	3.5	-3.3%
CCC(OC(=O)c1nsc(Cl)c1Cl)C(=O)NCCOC (configuration not stated)	0.9	0.5%	0.8%	8.5%	-3.6%	11.4%	0.9%	-3.5	-8.8%
CCC(=O)Nc1nonc1-c1nc2ccccc2n1CCC(C)C	0.5	1.2%	-3.2%	-11.9%	22.8%	-6.5%	-1.8%	11.1	7.5%
CC(C)OC(=O)CSc1nnc(-c2cnccn2)n1-c1ccccc1	0.5	-7.1%	-2.5%	7.0%	-6.8%	1.1%	-2.5%	-7.4	14.0%
O=S(=O)(NC1CC1)c1ccc(S(=O)(=O)N2CCCC3(CCCCC3)C2)cc1	-0.3	-0.3%	2.3%	-0.8%	16.5%	14.7%	0.4%	x	0.4%
C=C(C)C(=O)NNc1ccccc1	0.5	4.2%	1.4%	5.1%	-7.3%	4.2%	-0.3%	1.4	-0.3%
COc1ccc(NS(=O)(=O)c2ccc(C(=O)NCC3(N4CCOCC4)CCCCC3)cc2)cc1	2.9	-8.9%	-1.5%	-21.6%	18.2%	-4.7%	6.8%	3.2	-19.2%
N#Cc1nc(-c2cccc3ccccc23)oc1NCC1CCCO1 (configuration not stated)	-0.6	20.8%	-2.8%	u	13.9%	-17.9%	8.1%	19.8	-11.9%
CC(C)(C)c1cc(CN2CCN(CCO)CC2)cc(C(C)(C)C)c1O	-1.5	-6.2%	21.2µM*	-4.7%	-26.7%	-0.8%	0.0%	x	10.1%
C[C@H](CO)N1C[C@H](C)[C@@H](CN(C)Cc2ccncc2)Oc2c(NS(=O)(=O)c3cccs3)cccc2C1=O	0.3	-5.5%	-8.0%	-2.5%	1.7%	8.3%	-13.4%	-5.2	-4.1%
Cc1cc2oc(=O)cc(-c3ccccc3)c2c(C)c1-c1ccc(C#N)cc1	-0.8	-7.3%	-12.9%	-3.8%	3.0%	-7.3%	1.2%	-0.7	3.0%

Complete entries, looked up by structure.
Results for `CCOC(=O)c1nnc(-c2ccccc2)nc1Oc1ccccc1Cl` : IL-2 act: 0.0; aSyn yeast inh: -4.5%; PLK1 PBD inh: u; WRN helicase inh: -19.6%; FUS yeast rescue: -20.8%; EPAC1 antagonist: 5.5%; EPAC1 ag: 9.6%; PI5P4K alpha inh: -1.7; Abeta yeast res: -5.4%
Results for `O=S(=O)(NC1CC1)c1ccc(S(=O)(=O)N2CCCC3(CCCCC3)C2)cc1` : IL-2 act: -0.3; aSyn yeast inh: -0.3%; PLK1 PBD inh: 2.3%; WRN helicase inh: -0.8%; FUS yeast rescue: 16.5%; EPAC1 antagonist: 14.7%; EPAC1 ag: 0.4%; PI5P4K alpha inh: x; Abeta yeast res: 0.4%
Results for `COc1ccc(C(=O)/C=C/c2ccc(O)cc2)cc1` : IL-2 act: 1.5; aSyn yeast inh: -17.6%; PLK1 PBD inh: -3.2%; WRN helicase inh: -6.5%; FUS yeast rescue: -18.2%; EPAC1 antagonist: -13.7%; EPAC1 ag: 0.0%; PI5P4K alpha inh: 1.1; Abeta yeast res: -1.0%

Going on with the list:
SMILES	IL-2 act	aSyn yeast inh	PLK1 PBD inh	WRN helicase inh	FUS yeast rescue	EPAC1 antagonist	EPAC1 ag	PI5P4K alpha inh	Abeta yeast res
COc1cc([N+](=O)[O-])c(C(=O)N2CCOCC2)c([N+](=O)[O-])c1	1.1	4.5%	-1.4%	-0.9%	x	9.9%	-10.8%	1.2	2.1%
CCCCN(C(=O)CNC(=O)c1ccco1)C(C(=O)NC1CCCC1)c1ccc(OC)cc1 (configuration not stated)	-1.8	-4.3%	-8.6%	13.7%	12.8%	-16.3%	-7.2%	1.2	17.0%
Cc1cc(N2CCN(C(=O)c3[nH]c(C(F)(F)F)nc3-c3ccccc3)CC2)c2ccccc2n1	-0.6	-1.4%	-0.8%	-3.1%	-2.7%	-24.3%	-14.6%	1.6	-5.8%
O=C1C(=O)N(CCCn2ccnc2)C(c2ccc(Cl)cc2)/C1=C(\O)c1ccc2c(c1)OCCO2 (configuration not stated)	0.4	2.7%	-1.5%	0.1%	-13.6%	-5.7%	-6.8%	-3.4	x
COCCNC(=S)Nc1ccc2nsnc2c1	0.1	-5.5%	-16.8%	-20.5%	10.9%	-13.3%	0.7%	-8.5	-2.5%
COc1ccccc1NC(C)C(=O)Nc1ccc(C(C)=O)cc1 (configuration not stated)	1.0	10.6%	-0.1%	6.7%	x	-11.9%	0.1%	2.5	-7.5%
C=C(C)C(=O)N1CC2(CC(c3cccc(NC(=O)/C=C\C)c3)=NO2)C[C@H]1C(N)=O (some centres not stated)	-0.5	-0.7%	2.0%	-0.8%	-15.0%	8.4%	-4.9%	4.1	-4.8%
CCCn1c(SCC(=O)NCc2ccco2)nnc1-c1ccncc1	-3.2	-6.4%	-6.2%	13.5%	8.1%	1.1%	-6.5%	-6.4	-3.5%
O=c1[nH]c(-c2ccc(Cl)cc2)cs1	1.7	4.9%	-13.4%	-6.4%	-0.2%	-4.9%	-1.7%	1.1	-8.1%
Cc1ccc(C(=O)OCC(=O)Nc2sc3c(c2C#N)CCC3)cc1	-0.7	1.0%	-0.3%	-15.4%[57.1 µM]	1.6%	11.9%	15.4%	-5.2	-17.5%
CN(CC(=O)Nc1cccc(F)c1)C(=O)c1ccccc1OCC(=O)Nc1cccc(C(F)(F)F)c1	-3.9	-12.3%	-6.9%	1.6%	8.8%	-10.2%	-11.9%	-8.1	5.9%
O=C(NCCOc1ccc(F)cc1)C1CCN(S(=O)(=O)c2ccccc2)CC1	-2.5	7.2%	1.6%	-8.2%	x	-4.8%	-6.3%	-4.6	1.2%
Cc1ccc(CNS(=O)(=O)c2c(C)[nH]c(C)c2C(=O)N2CCCCC2)o1	0.8	-2.6%	-10.8%	-0.4%	-20.8%	-3.8%	7.9%	4.7	-10.2%
Cc1cc(CCC(=O)O)c(C)cc1CCC(=O)O	-0.2	1.4%	-8.2%	-4.6%	9.6%	5.4%	4.1%	-21.4	-5.2%
Cc1nn(-c2ccccc2)c(Cl)c1/C=N/Nc1ccc(Cl)c(C(=O)O)c1	-2.4	-15.7%	u	u	11.4%	-9.7%	-4.7%	7.3	7.0%
Cc1ccc(NC(=O)Cc2c(O)c3ccccc3[nH]c2=O)c(C)c1	0.3	10.7%	2.9%	-8.8%	4.0%	2.4%	0.6%	0.1	1.3%
CN(C)c1ccc(CNc2ccccn2)cc1	-0.3	-4.9%	-5.0%	-3.5%	6.7%	-25.0%	-1.3%	-1.7	1.6%
Cc1c(C(=O)NC2CCCCC2C)oc2ccccc12 (configuration not stated)	-3.5	12.0%	2.0%	8.6%	15.6%	-18.4%	-7.7%	-0.3	4.6%
Cc1ccc(S(=O)(=O)N2CCN(Cc3ccccc3)CC2)cc1	-1.6	-1.0%	7.0%	6.2%	-13.6%	0.8%	4.4%	-3.0	-1.9%
CN1CCc2c(sc(NC(=O)C3CCCN3S(=O)(=O)c3ccc(Cl)s3)c2C(N)=O)C1 (configuration not stated)	-0.7	-1.0%	5.6%	-1.2%	8.5%	-8.5%	-0.4%	-3.6	-5.6%
